mIAP activ: increases mouse intestinal alkaline phosphatase activity | muIAP, CDP-Star luminescence, 30 min; hits give high values; 1 = vehicle-only enzyme signal, 0 = enzyme-free wells | 330,000 compounds, 0.24% hits | activation factor at 10 µM;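 active = activation factor of at least 2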; note: the source names both 10 and 20 µM as test concentration; values of inactives mirror those of a sister screen read the other way
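also added = chemiluminescent substrate CDP-Star | test system = mouse IAP enzyme | signal = chemiluminescence readout | compound = DMSO-dissolved test compounds | incubation = 30 min at room temperature | benchmarks = DMSO wells, no-enzyme wells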
ATG4B inhibitor: blocks human ATG4B protease cleavage of LC3 substrate. ATG4B cleavage of LC3-PLA2, NBD-HPC fluorescence, 1 h. inhibition, % at 8.33 µM. Q9Y4P1. 340,000 compounds, 0.51% hits; in the data active = inhibition above about 40%
hIAP inh: blocks human intestinal alkaline phosphatase; inhibition, % at 10 µM; AID 2544; P09923; purified IAP, CDP-Star luminescence, 30 min; 330,000 compounds, 0.12% hits;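 active = inhibition reaching a set limit with compound at 10 µM in the primary screen, cut at about 35% in these data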;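 note: plate controls were DMSO wells with enzyme for no effect and no-enzyme buffer wells for full effect; values of inactives mirror those of a sister screen read the other way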
Apaf1 inhib: blocks human Apaf-1 apoptosome activity; O14727; inhibition, % at 20 µM; 330,000 compounds, 0.71% hits; reconstituted apoptosome caspase-3 activity, DEVD-Rh110 fluorescence; active = inhibition of at least 40% at 20 µM;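 note: plate controls were DMSO wells for no effect and DEVD-CHO caspase inhibitor wells for full effect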
Target sequence (O14727 whole entry, looked up): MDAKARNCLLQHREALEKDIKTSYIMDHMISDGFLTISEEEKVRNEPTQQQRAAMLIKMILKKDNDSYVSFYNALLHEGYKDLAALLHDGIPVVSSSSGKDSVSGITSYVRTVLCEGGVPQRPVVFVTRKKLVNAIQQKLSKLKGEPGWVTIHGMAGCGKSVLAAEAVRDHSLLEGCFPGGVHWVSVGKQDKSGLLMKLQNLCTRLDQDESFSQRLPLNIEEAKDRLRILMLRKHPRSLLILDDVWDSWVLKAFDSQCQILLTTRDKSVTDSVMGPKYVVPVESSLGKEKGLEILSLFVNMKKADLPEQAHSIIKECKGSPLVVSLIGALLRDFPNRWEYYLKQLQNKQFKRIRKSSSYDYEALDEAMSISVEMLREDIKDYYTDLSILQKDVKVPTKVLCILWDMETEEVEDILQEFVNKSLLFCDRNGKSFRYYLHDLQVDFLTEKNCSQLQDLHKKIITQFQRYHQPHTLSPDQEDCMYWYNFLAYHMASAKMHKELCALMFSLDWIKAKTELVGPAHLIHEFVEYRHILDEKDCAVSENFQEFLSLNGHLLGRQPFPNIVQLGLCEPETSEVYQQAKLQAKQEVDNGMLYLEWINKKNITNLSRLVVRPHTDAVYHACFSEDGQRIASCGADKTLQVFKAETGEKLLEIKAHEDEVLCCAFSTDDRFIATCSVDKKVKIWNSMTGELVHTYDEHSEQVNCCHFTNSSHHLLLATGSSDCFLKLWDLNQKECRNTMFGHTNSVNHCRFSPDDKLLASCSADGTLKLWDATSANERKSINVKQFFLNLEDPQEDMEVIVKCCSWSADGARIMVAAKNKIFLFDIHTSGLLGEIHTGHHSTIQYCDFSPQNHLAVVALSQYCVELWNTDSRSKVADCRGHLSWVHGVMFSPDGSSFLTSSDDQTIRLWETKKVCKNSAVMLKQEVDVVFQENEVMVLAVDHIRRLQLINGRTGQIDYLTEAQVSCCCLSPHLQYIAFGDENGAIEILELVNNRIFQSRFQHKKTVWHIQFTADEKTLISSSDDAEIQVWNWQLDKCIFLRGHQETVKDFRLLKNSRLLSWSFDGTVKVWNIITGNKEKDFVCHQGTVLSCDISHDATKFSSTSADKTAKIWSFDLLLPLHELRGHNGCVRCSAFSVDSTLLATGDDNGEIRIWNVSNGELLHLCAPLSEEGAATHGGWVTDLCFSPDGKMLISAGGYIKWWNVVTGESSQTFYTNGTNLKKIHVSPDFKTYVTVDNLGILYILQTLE
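Material: reconstituted apoptosome with Apaf-1, cytochrome c, caspase-9, procaspase-3, dATP. Technique: Rh110 fluorescence intensity. Buffer or medium: pH 7.5 Hepes buffer with CHAPS, BSA, DTT. Times: 30 min plus 50 min, RT.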
NLRP3 yeast inh: NALP3 inhibition in yeast. Yeast reconstituted NLRP3/ASC/caspase-1, beta-gal luminescence, 24 h. inhibition, % at 10 µM. 330,000 compounds, 0.39% hits. AID 2825;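 active = inhibition of 50% or more; inactive = inhibition below 50%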;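 note: plate controls were induced DMSO wells for no effect and uninduced yeast grown without galactose for full effect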
hIAP act: increases human intestinal alkaline phosphatase activity. P09923. purified human IAP, CDP-Star luminescence, 30 min; hits give high values; 1 = vehicle-only enzyme, 0 = enzyme-free background. AID 2524. 330,000 compounds, 0.16% hits. activation factor at 10 µM;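 active = activation factor of the enzyme at least 2-fold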; note: the source names both 10 and 20 µM as test concentration; values of inactives mirror those of a sister screen read the other way
tim10-1 inh: tim10-1 yeast growth inhibition. AID 463190. inhibition, % at 20 µM. 330,000 compounds, 2.2% hits. S. cerevisiae tim10-1 ts strain growth, BacTiter-Glo, 24 h;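 active = inhibition of at least 40%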;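 note: mutant grown at 25 °C; 0% = DMSO wells with yeast and 100% = wells holding no yeast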
mIAP inh: blocks mouse intestinal alkaline phosphatase; purified mouse IAP, CDP-Star luminescence, 30 min; inhibition, % at 10 µM; 330,000 compounds, 0.2% hits; AID 2806;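 active = inhibition of at least 40% at 10 µM in the primary screen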;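 note: plate controls were DMSO with enzyme for no effect and no enzyme wells for full effect; values of inactives mirror those of a sister screen read the other way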
TIM10 inh: TIM10 yeast growth inhibition | S. cerevisiae TIM10 strain growth, BacTiter-Glo luminescence, 24 h | AID 463195 | 330,000 compounds, 1.4% hits | inhibition, % at 10 µM;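 active = inhibition of 40% or more at the single tested concentration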;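 note: wild-type TIM10 isogenic control strain grown at permissive 25 °C; 0% = DMSO yeast wells and 100% = minimal medium wells without yeast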
Numbers without * were called inactive; . = no result given. Not all compounds are listed; rates above refer to the full screens.

SMILES	mIAP activ	ATG4B inhibitor	hIAP inh	Apaf1 inhib	NLRP3 yeast inh	hIAP act	tim10-1 inh	mIAP inh	TIM10 inh
O=C(O)C1CSC(c2cccnc2)N1 (stereo not drawn)	0.93	6	-22	-2	3	1.2	-4	7	4
Nc1c([N+](=O)[O-])cc(F)c(N2CCNCC2)c1Br	0.83	9	15	-6	-2	0.85	-10	16	3
c1ccc2c(N3CCNCC3)cccc2c1	1	4	-2	-8	17	1	9	-1	0
O=S(=O)(c1ccc(Cl)cc1)N1CCCC1c1cccnc1 (stereo not drawn)	0.98	2	-2	22	-1	1	10	2	-22
CCN1C[C@]2(COC)CC[C@H](OC)[C@@]34C1[C@]1(OCO[C@@]15C[C@H](OC)[C@H]1C[C@@H]3[C@@H]5[C@H]1OC)[C@@H](O)[C@H]24	1	2	17	7	-13	0.83	4	-4	2
CC(C)(C)P(=O)(c1ccncc1)N1CCCC1 (stereo not drawn)	1.1	-5	-13	-4	9	1.1	-6	-13	-15
C#CC[N+]1(C)C2CCC1CC(O)C2 (stereo not drawn)	1.1	5	0	7	1	1	-12	-14	-16
O=C1/C(=C/c2ccc3c(c2)OCO3)N2CCC1CC2	1	7	2	-7	39	0.98	21	-1	23
Cc1cc(OCC(=O)N2C[C@H]3C[C@@H](C2)c2cccc(=O)n2C3)c2c(C)c(C)c(=O)oc2c1	1	-17	-3	3	18	1	-7	-3	2
CCN1C(=O)C(=Cc2cc(C)n(C3CC3)c2C)C(=O)N(CC)C1=S	0.81	8	4	5	12	0.96	39	19	9
CCOC(=O)C(O)(c1ccc(N)c(OC)c1)C(F)(F)F (stereo not drawn)	0.95	-5	-2	16	13	1	-10	5	-17
CCOc1ccc(N=Cc2c(O)n(-c3cc(C)cc(C)c3)c(=O)[nH]c2=O)cc1	1	-7	5	-13	6	0.95	3	0	19
CSCCC(NC(=O)CCC(=O)OC1CC[C@H]2[C@@H]3CC[C@H]4CC(=O)CC[C@]4(C)[C@H]3CC[C@]12C)C(=O)O (stereo partly drawn)	1.1	-5	2	5	45	0.98	-26	-6	-5
CCOC(=O)CNC(=S)N1CC2C[C@@H](C1)Cn1c2cccc1=O	0.94	7	13	-5	14	0.87	-3	6	5
Cc1c2cnn(CC(=O)N3CCC4(CC3)OCCO4)c(=O)c2c(C)n1Cc1ccccc1F	1.1	-2	9	1	15	0.91	-2	-5	2
O=c1c2ccccc2nc(N2CCCC2)n1-c1ccccc1	0.92	-8	6	8	11	0.94	8	8	6
Cc1ccc(S(=O)(=O)N2CCCC2c2cccnc2)cc1 (stereo not drawn)	1.1	-10	-2	4	4	1	13	-7	-10
CCCNC(=O)N1[C@H]2CC[C@@H]1C(C(=O)OC)=C(c1ccc(OC(F)(F)F)cc1)C2	1	-5	-4	11	4	1	20	-1	1
CC(C)COC(=O)c1ccccc1C(=O)OCC(C)C	0.94	0	0	-3	-1	1	8	6	-6
CN1C(=O)NC(=O)/C(=C\c2ccc([N+](=O)[O-])o2)C1=O	0.56	7	11	20	17	0.89	6	44*	7
O=C1CN=C(c2ccccc2)c2cc(Cl)ccc2N1	1	0	-34	10	14	1.3	-17	0	-10
C[C@]12CCC3C(CC[C@H]4C[C@@H](O)CC[C@]34C)C1CCC2=O (stereo partly drawn)	1.1	4	-2	-5	64*	1	-86	-7	-152
O=c1cccc2n1CC1CC2CN(C(c2cccc(F)c2)c2sc3ncnn3c2O)C1 (stereo not drawn)	0.98	-17	2	-6	-8	0.98	-13	2	-3
CC12CN3CC(C)(CN(C1)C3c1ccncc1)C2=O (stereo not drawn)	0.96	-12	-6	0	13	1.1	4	4	9
COc1ccc(N2C(=O)NC(=O)/C(=C\c3cn(CC(=O)N4CCOCC4)c4ccccc34)C2=O)c(OC)c1	0.91	-2	30	2	10	0.7	-2	9	-5
CN1CC(C(=O)c2ccccc2)C(c2ccccc2)C1 (stereo not drawn)	0.99	2	-9	13	18	1.1	25	1	-1
OC1(c2ccc(F)cc2)CCNC1 (stereo not drawn)	0.95	-3	-3	-10	4	1	4	5	4
COC(=O)[C@H]1C[C@@H]1[C@H](NP(=O)(c1ccccc1)c1ccccc1)c1ccccc1	1.2	6	-1	7	7	1	10	-18	12
COC(=O)C1=C(c2ccc(Cl)c(C(F)(F)F)c2)C[C@@H]2CC[C@H]1N2C	1	-1	2	8	1	0.98	1	-1	2
COC(=O)C1=C(c2cccc(C#N)c2)C[C@@H]2CC[C@H]1N2C(=O)NC1Cc2ccccc2C1	0.97	6	-4	4	0	1	7	3	0
Cc1ccc2c(c1)CC1(CN2C)C(=O)NC(=O)N(CCC2=CCCCC2)C1=O (stereo not drawn)	1	-3	9	7	4	0.91	13	0	4
COc1cccc(-n2c(O)c(C=Nc3c(C)n(C)n(-c4ccccc4)c3=O)c(=O)[nH]c2=O)c1	1	-11	-40	2	0	1.4	4	-2	-8
Cc1ccccc1Cc1c(C)nc2nc(SCC(=O)N3CCC4(CC3)OCCO4)nn2c1C	0.95	-9	3	9	17	0.97	15	5	7
CNC(=S)N1CCn2cccc2C1c1cccnc1 (stereo not drawn)	1.1	0	-7	-6	17	1.1	3	-6	4
COc1ccc(N=Cc2c(O)n(CC3CCCO3)c(=O)[nH]c2=O)cc1 (stereo not drawn)	1	0	1	2	6	0.99	0	-1	6
CCOc1ccc(-n2c(CC)nc3ccccc3c2=O)cc1	0.98	-3	14	4	18	0.86	19	2	12
Cc1ccc2c(c1)C1CN(C)CCC1N2C(=O)/C(C#N)=C/c1ccc2c(c1)OCO2 (stereo not drawn)	0.9	-5	21	-10	12	0.79	23	10	17
O=C(Nc1ccccc1)NC1CC2CCC(C1)N2 (stereo not drawn)	1.1	-4	18	-8	-7	0.82	9	-14	0
COc1cc(C=C2C(=O)NC(=O)NC2=O)ccc1OS(=O)(=O)c1ccccc1[N+](=O)[O-]	0.9	6	22	10	8	0.78	2	10	17
COC(=O)Cn1cc(C=C2C(=O)N(C)C(=O)N(C)C2=O)c2ccccc21	0.71	1	-11	-7	12	1.1	20	29	3
COc1cccc(CNC2CN3CCC2CC3)c1OC (stereo not drawn)	1	-4	8	-7	17	0.92	-26	-4	-9
COc1ccc(NC(=O)c2c(C)nn(Cc3ccccc3Cl)c2Cl)cc1Cl	0.98	7	-10	-6	8	1.1	13	2	0
COc1ccc2c(CCN)c[nH]c2c1	0.97	-4	2	5	18	0.98	24	3	-4
COc1ccccc1CCNCc1cc2c(cc1[N+](=O)[O-])OCO2	0.81	6	4	-192	8	0.96	15	19	4
COc1ccc(C(C)=O)cc1CC(C(=O)c1ccc(C)cc1)N(C)C (stereo not drawn)	0.94	2	31	8	18	0.69	10	6	-1
COC1=C(OC)[C@]23CCc4ccc(OC)c(OC)c4[C@]2(CCN3C)CC1=O	1.1	-3	-23	16	-4	1.2	13	-14	2
COc1ccc(CCC(=O)N2C[C@H]3C[C@@H](C2)c2cccc(=O)n2C3)cc1	1	-24	3	-10	-2	0.97	2	-1	-1
CCCCN1C(=O)NC(=O)C2(Cc3ccccc3N3CCOCC32)C1=O (stereo not drawn)	1	4	-8	-3	-7	1.1	17	0	20
CCOP(=O)(OCC)C(NC(=O)Cc1ccccc1)C(Cl)(Cl)Cl (stereo not drawn)	1	8	-8	-3	-3	1.1	13	0	6
COc1ccc(C(C)=O)cc1Cc1c(O)[nH]c(=S)[nH]c1=O	0.86	-2	-4	1	3	1	-8	14	6
(more compounds)
SMILES	mIAP activ	ATG4B inhibitor	hIAP inh	Apaf1 inhib	NLRP3 yeast inh	hIAP act	tim10-1 inh	mIAP inh	TIM10 inh
c1cncc(C2CC(c3cccs3)n3ncnc3N2)c1 (stereo not drawn)	0.96	-3	1	-5	3	0.99	-8	4	23
COc1ccccc1NC(=O)COC(=O)c1cn(C)c2ccccc12	1.1	-12	14	21	20	0.86	26	-7	18
COc1ccc(/C=C2\C(=O)NC(=S)N(C)C2=O)cc1C	0.99	56*	-2	-2	-1	1	20	1	-13
Cc1cc(OCC(=O)N2CCCN(C)CC2)ccc1Cl	0.96	-4	-2	-6	22	1	8	4	5
COC(=O)C1=C(c2cc3ccccc3o2)C[C@@H]2CC[C@H]1N2C(=O)NCc1ccco1	1	1	9	2	13	0.91	7	-1	-11
COc1ccccc1C1C([N+](=O)[O-])=C(N)Oc2c1c(=O)oc1ccccc21 (stereo not drawn)	1.1	2	7	18	4	0.93	-2	-8	-2
CC1CC(OP(O)(=S)c2ccc(N(C)C)cc2NC(=O)c2cccs2)CC(C)(C)C1 (stereo not drawn)	0.91	-24	-1	14	21	1	22	9	29
O=P(/C(=N/O)N1CCCCC1)(N1CCOCC1)N1CCOCC1	1	-2	-16	13	10	1.2	-1	-4	-6
CN1c2ccc([N+](=O)[O-])cc2CC2(C(=O)NC(=O)N(c3ccc(Br)cc3)C2=O)C1c1ccccc1 (stereo not drawn)	0.81	14	-7	25	12	1.1	35	19	17
COCc1ccc(CN2CCCC(C(=O)c3sccc3C)C2)o1 (stereo not drawn)	0.91	10	-11	5	18	1.1	-8	9	2
COC(=O)C1=C(c2ccc(-c3ccccc3)c(F)c2)C[C@@H]2CC[C@H]1N2C(=O)N1CCOCC1	1	7	-1	20	-10	1	4	-2	8
O=C(CN1CC(c2ccccc2)CC1=O)NCc1ccc(F)cc1 (stereo not drawn)	0.9	3	-6	-3	6	1.1	-4	10	-5
Cc1ccc(N2C(=O)NC(=O)/C(=C\c3ccc([N+](=O)[O-])o3)C2=O)cc1	0.71	.	-3	17	9	1	-7	29	6
c1ccc(CC(NCc2ccco2)c2ccccc2)cc1 (stereo not drawn)	1.1	6	-5	4	-18	1	31	-8	10
Cc1ccc(-c2nc3ccccc3c(=O)n2-c2cc(C)ccn2)cc1	0.98	14	-1	-21	3	1	32	2	12
O=c1[nH]c2ccccc2c(=O)n1-c1ccc(Cl)cc1Cl	0.96	11	19	-23	-19	0.81	18	4	15
O=c1c2ccccc2nc(-c2cccs2)n1-c1ccccc1	1.1	9	1	14	3	0.99	28	-6	7
CCCCCn1c(=O)c(C(=O)Nc2nc(CC(=O)OCC)cs2)c(O)c2ccccc21	0.9	-4	-2	20	15	1	5	10	-1
O=C(O)c1ccccc1N=Nc1c(O)[nH]c(=O)[nH]c1=O	0.88	-8	4	-6	-1	0.96	12	12	-13
O=C1C2C3CCC(O3)C2C(=O)N1CCO (stereo not drawn)	1	6	9	4	5	0.91	15	-2	-10
C[N+]1(C)C2CC(OC(=O)[C@H](CO)c3ccccc3)CC1C1OC12 (stereo partly drawn)	0.95	2	12	-2	8	0.88	4	5	5
